Screens as filed in PubChem BioAssay.
N370S GC mod = N370S glucocerebrosidase modulation, Gaucher chaperone candidate. P04062. N370S GC spleen homogenate, 4MU-glucoside fluorescence. Potency, µM (series often up to 59.4 µM), for inactives: at the top dose activity change, negative = inhibition, usual class: inhibitors. 330,000 compounds, 0.092% hits. AID 2101;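 note: 0% = full enzyme activity and -100% = no enzyme basal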
FEN1 inh = human FEN1 inhibition; Recombinant FEN1 flap cleavage, fluorescence, 15 min; 390,000 compounds, 0.35% hits; AID 588795; P39748; Potency, µM (top dose mostly 114 µM), without a hit: at the top dose activity change, negative = inhibition, usual class: inhibitors; note: nearly all actives have a fitted effect of over 65% in size
Target sequence (P39748 whole entry, looked up): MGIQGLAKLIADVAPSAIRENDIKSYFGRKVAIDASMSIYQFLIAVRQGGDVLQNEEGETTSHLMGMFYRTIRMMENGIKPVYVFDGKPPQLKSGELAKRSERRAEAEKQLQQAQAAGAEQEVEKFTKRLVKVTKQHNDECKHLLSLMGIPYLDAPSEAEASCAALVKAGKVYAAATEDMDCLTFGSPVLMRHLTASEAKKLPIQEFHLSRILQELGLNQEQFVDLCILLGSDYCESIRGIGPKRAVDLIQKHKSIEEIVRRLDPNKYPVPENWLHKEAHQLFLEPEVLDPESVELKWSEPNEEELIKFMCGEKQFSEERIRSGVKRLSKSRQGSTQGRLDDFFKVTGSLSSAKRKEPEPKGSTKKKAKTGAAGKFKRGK
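In this screen, 50 nM flap DNA substrate was added to 10 nM FEN1 pretreated with compound for 15 min at room temperature; cleavage was followed with reads at 0 and 15 min, and Hill fitting gave concentration–response parameters.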
TDP1 block = inhibitors of human tyrosyl-DNA phosphodiesterase TDP1; recombinant TDP1, AlphaScreen DNA substrate cleavage; 350,000 compounds, 0.28% hits; Potency, µM (top dose mostly 130 µM), for inactives: top-dose activity change, negative = inhibition, actives largely listed as inhibitors; Q9NUW8; note: nearly all actives have a fitted effect of over 40% in size
Target sequence (Q9NUW8 whole entry, looked up): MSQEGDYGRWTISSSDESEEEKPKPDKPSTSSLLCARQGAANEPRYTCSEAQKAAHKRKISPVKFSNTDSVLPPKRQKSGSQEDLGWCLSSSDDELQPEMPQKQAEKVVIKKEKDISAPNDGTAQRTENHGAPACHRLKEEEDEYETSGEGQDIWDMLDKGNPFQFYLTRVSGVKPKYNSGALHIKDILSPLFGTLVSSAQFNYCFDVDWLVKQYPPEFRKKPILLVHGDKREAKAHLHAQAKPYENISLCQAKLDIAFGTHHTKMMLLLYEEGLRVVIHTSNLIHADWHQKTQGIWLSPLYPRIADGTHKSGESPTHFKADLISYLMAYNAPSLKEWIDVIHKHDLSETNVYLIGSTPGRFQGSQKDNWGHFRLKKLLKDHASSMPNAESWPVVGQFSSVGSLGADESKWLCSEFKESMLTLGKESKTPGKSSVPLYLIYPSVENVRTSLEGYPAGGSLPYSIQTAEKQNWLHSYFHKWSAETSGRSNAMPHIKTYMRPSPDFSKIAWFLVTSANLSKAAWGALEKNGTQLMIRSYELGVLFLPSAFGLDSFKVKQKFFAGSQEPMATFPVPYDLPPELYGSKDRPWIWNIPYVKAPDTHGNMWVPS
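Tdp1 1 nM final; 15 min RT w/ cpd; substrate 15 nM, 5 min; beads 10 ug/ml, 10 min; AlphaScreen read. Neg ctrl: no enzyme.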
Active calls of the source: *; ? = inconclusive; / = no result given; [ ] = another dose, or the depositor's remark. Calls come from the whole dose curve; as a rule, active = well fitted curve in the direction sought with a large enough effect; inconclusive = small, poorly fitted or top-dose-only effect, or another doubt; inactive = no such curve, though single readings can be large; an effect the other way counts as inactive or inconclusive. Unless noted, % is set by controls: 0 for no effect and ±100 for the full control effect; potency is the fitted concentration of half-maximal effect.

No.	N370S GC mod	FEN1 inh	TDP1 block	canonical_smiles
1	/	5%	3%	CCN(C[C@H]1N[C@@](C)(C(=O)OC)[C@H]2C(=O)N(C)C(=O)[C@@H]12)C(=O)c1ccc(C)cc1
2	/	4%	2%	Cc1ccc(NC(=O)C2CSC3(C)CCC(=O)N23)cc1S(=O)(=O)N1CCOCC1 (configuration not stated)
3	-2%	-20%	4%	COc1ccc(Cl)cc1NC(=O)CN(C)C(=O)c1ccc(N2CCCCCC2)c([N+](=O)[O-])c1
4	0%	0%	3%	Cn1c(O)c(C2=c3ccccc3=NC2=O)sc1=Nc1ccc(Cl)cc1
5	-18%	0%	/	Nc1ccn(C2CC(O)C(CO)O2)c(=O)n1 (configuration not stated)
6	26%	2%	3%[56.1 µM]	CCCCOC(=O)Nc1ccc2c(C)cc(=O)oc2c1
7	/	-9%	7%	O=C(NCc1ccc(F)cc1)c1ccc(CS(=O)(=O)c2ccc(Cl)cc2)o1
8	/	-5%	3%	O=C(CSc1nc2cc3ccccc3cc2[nH]1)Nc1cccc(C(F)(F)F)c1
9	0%	2%	4%	O=C(NC1CCCCC1)C(c1ccc(F)cc1)N(CCc1ccccc1)C(=O)CN1C(=O)c2ccccc2S1(=O)=O (configuration not stated)
10	-10%	3%	10%	Cc1ccc(-c2nc(N/N=C/c3cccc([N+](=O)[O-])c3)c3ccccc3n2)cc1
11	-21%	8%	-3%	CCOC(=O)Cn1c(=NC(=O)CN2C(=O)CCC2=O)sc2cc(S(N)(=O)=O)ccc21
12	?	-3%	-2%	CCOc1ccc2c(c1)s/c(=N\S(=O)(=O)c1ccc(OC)cc1)n2C(F)F
13	11%	2%	7%	Cc1cc(C)c2ccc(NN)nc2c1O
14	-11%	-2%	4%	COc1cc(C2OC(c3cc(OC)c(OC)c(OC)c3)C(C)C2C)cc(OC)c1OC (configuration not stated)
15	/	-12%	-1%	O=C(NCCCc1ccccc1)C1CCN(C(=O)N2CCOc3ccc(Cl)cc32)CC1
16	3%	-5%	8%	COc1ccc(C2(c3ccc(OC(C)=O)cc3OC(C)=O)CC(c3ccccc3)NC(=S)N2)cc1 (configuration not stated)
17	0%	-1%	2%	CC1CCN(S(=O)(=O)c2ccc(NC(=S)NC(=O)c3ccc(Cl)cc3)cc2)CC1
18	-1%	-7%	6%	Cc1c(/C=N/N=C2\CCC3C4CCc5cc(O)ccc5C4CCC23C)cnn1C (configuration not stated)
19	14%	-2%	0%	COC(=O)c1sc(SC)c(S(=O)(=O)C(C)C)c1N
20	2%	-14%	5%	OCCCc1nc2n(n1)C(c1ccccc1Cl)C=C(c1cccs1)N2 (configuration not stated)
21	-7%	1%	-3%	COC(=O)CN1C(=O)N/C(=C/c2ccc(C)o2)C1=O
22	7%	0%	3%	COc1ccc(C(=O)NN(C)c2nc(-c3ccccc3)cc(C)c2S(C)(=O)=O)cc1
23	-19%	-2%	-7%	OC(COc1ccccc1)CN(Cc1ccccc1)CC(O)COc1ccccc1 (configuration not stated)
24	1%	0%	-9%	CNC(=S)N/N=C/c1ccc(-c2cccc(C(=O)O)c2)o1
25	5%	-4%	5%	Cc1c(NC(=O)c2c(F)cccc2F)c(=O)n(-c2ccccc2)n1C
26	-2%	18%	/	OCCC1CN(Cc2ccc(Oc3ncccn3)cc2)CCN1C1CCCC1 (configuration not stated)
27	20%	-8%	6%	N#CCSc1nnc(COc2cccc3ccccc23)n1-c1ccccc1
28	-7%	14%	-1%	O=C(O)C1CCN(S(=O)(=O)c2ccc(N3CCOCC3)c([N+](=O)[O-])c2)CC1
29	/	-15%	8%	Cc1ccc(Cl)cc1NC(=O)C(NS(=O)(=O)c1ccc2c(c1)CCC(=O)N2)c1ccccc1 (configuration not stated)
30	-13%[2.35 µM]	-9%	10%	COC(=O)c1oc2ccc(Br)cc2c1-n1cccc1

Some values from the results shown.
In TDP1 block, compound 27 is listed with 6%
In FEN1 inh, compound 26 is listed with 18%

(list continues)
No.	N370S GC mod	FEN1 inh	TDP1 block	canonical_smiles
31	-5%	-1%	/	OCCC1CN(Cc2cccn2-c2nccs2)CCN1Cc1ccc(F)c(F)c1 (configuration not stated)
32	/	-25%	4%[12.3 µM]	Cc1ccc(-c2nnc(Nc3ccc(Cl)c(Cl)c3)c3ccccc23)cc1S(=O)(=O)N(C)C
33	/	12%	-1%	COc1ccc(CCC(=O)Nc2ccc(OC)c(S(=O)(=O)N3CCCCC3)c2)cc1OC
34	1%	14%	14%	Cc1ccc([N+](=O)[O-])cc1NC(=O)CSc1nncn1-c1ccccn1
35	/	-6%	0%	O=C(NCc1cc(C(F)(F)F)ccc1Cl)c1cccc2c1C(=O)c1ccc(N3CCC(Cc4ccccc4)CC3)cc1S2(=O)=O
36	1%	-2%	1%	Cc1cc(NC(=O)CCC(=O)N(Cc2ccco2)C(C(=O)NC2CCCCC2)c2cccs2)no1 (configuration not stated)
37	/	-11%	7%	COc1ccc(OC)c(NC(=O)CCCOc2cc(=O)n(C)c3ccccc23)c1
38	18%	-3%	3%	O=C(O)Cc1ccc(C(=O)c2ccccc2)s1
39	5%	0%	0%	O=c1oc2ccccc2c(O)c1/C=N/c1ccccn1
40	3%	-7%	0%	Cc1ccc(C)c(NC(=O)Cn2nnc(C(=O)NCc3cccs3)c2N)c1
41	-13%	1%	5%	CN(C)CCCN(C(=O)CCSc1ccccc1)c1nc2cc3c(cc2s1)OCO3
42	/	7%	0%	Cc1ccc(NC(=O)N2CCc3cc(S(=O)(=O)N4CCC(C)CC4)ccc32)cc1
43	4%	10%	7%	CC(=O)Nc1ccc(NC(=S)NC(=O)/C=C/c2ccccc2)cc1
44	7%	-3%	2%	Cc1ccc(S(=O)(=O)NCc2csc(C)n2)c(C)c1
45	14%	-7%	2%	CCc1ccccc1N(C1=NCCCS1)S(=O)(=O)c1ccc(C(C)(C)C)cc1
46	3%	-1%	-5%	O=C(O)C1C2C=CC(C2)C1C(=O)NCCCn1ccnc1 (configuration not stated)
47	-8%	-4%	/	CCCCn1c(N)c(N(CC)C(=O)c2ccc(N(C)S(=O)(=O)c3ccc(C)cc3)cc2)c(=O)[nH]c1=O
48	/	-6%	0%	O=C(CCC(=O)N1CCN(S(=O)(=O)c2ccccc2)CC1)c1ccc(Br)cc1
49	3%	-6%	2%	O=C(CN(c1ccccn1)S(=O)(=O)c1ccccc1)Nc1ccccc1
50	-9%	-6%	-6%	O=C(c1ccc(F)cc1)N1CCN(Cc2ccccc2Br)CC1
51	11%	16%	1%	COC(=O)CSc1ccc(-c2nc3ccc(C)cc3[nH]2)cn1
52	-12%	-6%	2%	CC(NC(=S)NC1CCCCC1)c1ccc(C(C)(C)C)cc1 (configuration not stated)
53	0%	-18%	5%	Nc1ccc2nc(N3CCOCC3)sc2c1
54	?	/	-13%	Cc1cccc(-c2cccc(-c3cc(=O)oc4cc5c(cc34)OCO5)c2)c1
55	/	-1%	3%	C[C@H](NC(=O)c1nc[nH]c1C(=O)NCc1ccc(CNC(=O)OC(C)(C)C)cc1)C(=O)OCc1ccccc1
56	-7%	7%	14µM*	N#Cc1ccccc1CN1C(=O)S/C(=C/c2cccn2-c2ccc(C(=O)O)cc2)C1=O
57	0%	13%	9%	CCc1ccc2oc(-c3cc(N)cc(C)c3O)nc2c1
58	-3%	1%	/	COc1ccc2[nH]c3c(c2c1)CCN1C(=O)N([C@@H](C)C(=O)NCc2ccc(F)cc2)C(=O)[C@]31C
59	-8%	-1%	0%	CCOc1ccc(-c2cccc(NS(=O)(=O)c3cc([N+](=O)[O-])ccc3Cl)c2)nn1
60	-2%	2%	-1%	CCOc1ccccc1N1CCN(C(=S)NCc2ccc(Cl)cc2)CC1

Whole records, quoted from the list. Order of screens: N370S GC mod | FEN1 inh | TDP1 block
CCc1ccccc1N(C1=NCCCS1)S(=O)(=O)c1ccc(C(C)(C)C)cc1 across the screens: 14% | -7% | 2%
O=C(NCc1cc(C(F)(F)F)ccc1Cl)c1cccc2c1C(=O)c1ccc(N3CCC(Cc4ccccc4)CC3)cc1S2(=O)=O across the screens: / | -6% | 0%
N#Cc1ccccc1CN1C(=O)S/C(=C/c2cccn2-c2ccc(C(=O)O)cc2)C1=O across the screens: -7% | 7% | 14µM*
O=C(O)C1C2C=CC(C2)C1C(=O)NCCCn1ccnc1 (configuration not stated) across the screens: 3% | -1% | -5%
O=C(CN(c1ccccn1)S(=O)(=O)c1ccccc1)Nc1ccccc1 across the screens: 3% | -6% | 2%

The main list resumes with the 3 entries that preceded the break.
No.	N370S GC mod	FEN1 inh	TDP1 block	canonical_smiles
58	-3%	1%	/	COc1ccc2[nH]c3c(c2c1)CCN1C(=O)N([C@@H](C)C(=O)NCc2ccc(F)cc2)C(=O)[C@]31C
59	-8%	-1%	0%	CCOc1ccc(-c2cccc(NS(=O)(=O)c3cc([N+](=O)[O-])ccc3Cl)c2)nn1
60	-2%	2%	-1%	CCOc1ccccc1N1CCN(C(=S)NCc2ccc(Cl)cc2)CC1
61	/	-1%	-2%	COc1ccc(CCNC(=O)c2c(O)nc3c(C)cccn3c2=O)cc1OC
62	29%	-7%	5%	O=C(CSc1ncnc2ccccc12)c1ccc2c(c1)OCCO2
63	/	-6%	2%	Cc1ccc(-c2cc(NC(=O)C(C)Oc3ccc(C)c(C)c3)on2)cc1 (configuration not stated)
64	6%	-4%	0%	Cc1ccc(N2C(S)=C(C#N)C(=O)NC23CCCCC3)cc1
65	/	-12%	3%	CC(=O)Nc1cccc(NC(=O)CSc2cn(CC(=O)N(C(C)C)C(C)C)c3ccccc23)c1
66	?	-9%	5%	CCCc1cc(=O)[nH]c(SCC(=O)Nc2sc3c(c2C#N)CCC(C)C3)n1 (configuration not stated)
67	0%	4%	7%	CCOc1ccc(-n2c(N)c(-c3nc4ccccc4[nH]3)sc2=S)cc1
68	3%	7%	2%	CCOC(=O)C1C(=O)NC(SCC(=O)OC)=C(C#N)C1c1ccccc1OCC (configuration not stated)
69	4%	4%	8%	COc1ccccc1C1N(c2ccc(F)cc2)C(=O)C2CCCN21 (configuration not stated)
70	2%	12%	2%	CC(C)OCCCn1c(NN)nc2ccccc2c1=O
71	/	-10%	-6%	COc1ccc(CNS(=O)(=O)c2cc3c(cc2C)n(C)c(=O)c(=O)n3C)cc1
72	-25%	17%	/	CN1C(=O)N(C)C2(c3ccccc3)NNC(N)=NC12c1ccccc1 (configuration not stated)
73	1%	-17%	0%	O=C(O)c1c[nH]c2ccc(F)cc2c1=O
74	3%	-2%	5%	CCOC(=O)c1sc2nc(NC(=O)C3CC3)sc2c1C
75	-7%	?	/	FC(F)(F)C1CCCN(c2nsc3ccccc23)C1 (configuration not stated)
76	-17%	-23%	9%	O=C(Nc1cccc(Cl)c1)N1CCN(C/C=C/c2ccccc2)CC1
77	?	-11%	5%	CCCC(=O)N1CCc2cc(-c3nc(N)sc3C)ccc21
78	0%	0%	11%	COc1ccc(N(CC(=O)NCc2ccco2)C(=O)CCC(=O)Nc2nccs2)c(OC)c1
79	-3%	2%	1%	CC(C)(C)c1nnc(NC(=O)CN2C(=O)C3C4C=CC(C4)C3C2=O)s1 (configuration not stated)
80	1%	15%	/	COc1ccc(CC(O)COS(N)(=O)=O)cc1 (configuration not stated)
81	-2%	19%	0%	COc1ccc(N2CC(C(=O)N[C@@H](C)C(=O)NCCc3ccccc3)CC2=O)cc1 (some centres not stated)
82	/	-3%	4%	CCC1CN(C(=O)N2CCC(C(=O)NCc3ccc(OC)cc3OC)CC2)c2cc(C)ccc2O1 (configuration not stated)
83	-28%	1%	-2%	Cc1c(C(=S)Nc2ccccc2)cnn1-c1ccccc1
84	-4%	6%	/	c1csc(-c2cc(N3CCCCC3)c3ccccc3n2)c1
85	-7%	11%	-2%	Cc1ccnc(NS(=O)(=O)c2ccc(NS(C)(=O)=O)cc2)n1
86	-5%	1%	-14%	O=C(NCCC(=O)N(CCc1ccccc1)Cc1ccccc1)c1ccccc1Cl
87	16%	-20%	3%	COc1cc2c(cc1OC)C(c1cccs1)N(C(=O)C(C)C)CC2 (configuration not stated)
88	-3%	17%	5%	COc1ccc(/C=c2\sc3nc(=O)c(C)nn3c2=O)c(OC)c1
89	1%	-20%	/	COc1cc(/C=C2\SC(=S)N(CCCCC(=O)O)C2=O)ccc1OS(=O)(=O)c1ccc(C)cc1
90	0%	2%	5%	CCOC(=O)C1CCCN(C2CCN(Cc3nc(Cc4ccccc4)no3)CC2)C1 (configuration not stated)

TDP1 block, hit marks shown above.
No.	N370S GC mod	FEN1 inh	TDP1 block	canonical_smiles
56	-7%	7%	14µM*	N#Cc1ccccc1CN1C(=O)S/C(=C/c2cccn2-c2ccc(C(=O)O)cc2)C1=O

(listing goes on)
No.	N370S GC mod	FEN1 inh	TDP1 block	canonical_smiles
91	-14%	-9%	/	CCCCN(CC)C(=O)c1cc2c(=O)[nH]c3ccc(C)cc3c2s1
92	-18%	-20%	3%	COc1ccnc(Oc2ccc(C)cc2)c1C#N
93	19%	-7%	1%	Cc1cccc(NC(=O)CCSc2ccccn2)c1
94	/	1%	4%	Cc1occc1C(=O)NCCCCc1ccccc1
95	14%	12%	4%	CC(C)CN1CCNC(=O)C1CC(=O)N(C)CC1CCOCC1 (configuration not stated)
96	-9%	?	6%	CC[n+]1c(C=C2C=C(C)OC(C)=C2)sc2ccccc21

Rows were taken by chance, and some 0.57% of all compounds hit somewhere here.
